Screening data as filed in PubChem.
Tb PFK block = blocks T. brucei phosphofructokinase | O15648 | T. brucei PFK, ADP-Glo luminescence | Potency, µM (titrated, usually from 57.5 µM), inactives show top-dose activity, negative = inhibition, usual class: inhibitors | 330,000 compounds, 0.17% hits;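 note: potency is the fitted concentration of half-maximal effect; 0% = uninhibited 1x PFK enzyme wells and -100% = no-enzyme wells; nearly all actives have a fitted effect of over 60% in size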
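Compounds were pin-transferred as a titration series up to 57 uM into substrate buffer (0.5 mM F6P, 0.1 mM ATP, pH 8.0), then 1.25 nM PFK was added and reactions ran 45 min before ADP-Glo detection.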
TSHR antagonist = blocks TSH signaling through the human TSH receptor; TSHR-expressing cells, TSH-stimulated cAMP HTRF, 2 h; stronger effect = lower value; activity change, negative = inhibition, % at 11.5 µM; 330,000 compounds, 0.2% hits; AID 504810;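 active = activity change below a set negative limit, meaning inhibition stronger than a set level, cut at about -70% in these data; inconclusive = activity change between two set negative limits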; note: % is set by controls: 0 for no effect and ±100 for the full control effect
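Read-out is FRET at 665 nm (cryptate excitation 337 nm) from a cryptate-tagged anti-cAMP antibody, competed by cell cAMP against cAMP-d2. Compounds are tested on freshly harvested TSHR cells challenged with 4nM TSH (EC80) for 2 hours at 37 deg C.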
hERG WT inh = KCNH2 (human, wildtype) channel inhibition. Q12809. U2OS, BacMam KCNH2, thallium flux FluxOr; stronger effect = lower value. activity change, % at 1.84 µM. 340,000 compounds, 0.37% hits. AID 720551;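 active = maximum activity change below -70%; inconclusive = maximum activity change between -70% and -50%; inactive = maximum activity change above -50%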; note: % is set by controls: 0 for no effect and ±100 for the full control effect
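U2OS cells transduced with wild-type KCNH2 virus are loaded with FluxOr dye for 45 min, and thallium flux is measured in kinetic reads before and after stimulation buffer. Rate constants are normalized to DMSO controls.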
MLL CXXC-DNA inh = inhibitors of human MLL CXXC domain-DNA interaction; Q03164; MLL-CXXC / FITC-HOXA9 DNA fluorescence polarization; Potency, µM (top dose mostly 115 µM), for inactives: top-dose activity change, negative = inhibition, hits mostly inhibitors; 290,000 compounds, 0.037% hits; AID 2662; active = well fitted inhibition curve with a large enough effect in the polarisation, with a control signal flat, not every such curve was filed as active; inconclusive = small, poorly fitted or top-dose-only effect, or effect the other way, or a change in a side signal; inactive = no such curve, though single readings can be large or run the other way; the % refers to the polarisation; note: potency is the fitted concentration of half-maximal effect
Target sequence (Q03164 whole entry, looked up, the tested form may be a part): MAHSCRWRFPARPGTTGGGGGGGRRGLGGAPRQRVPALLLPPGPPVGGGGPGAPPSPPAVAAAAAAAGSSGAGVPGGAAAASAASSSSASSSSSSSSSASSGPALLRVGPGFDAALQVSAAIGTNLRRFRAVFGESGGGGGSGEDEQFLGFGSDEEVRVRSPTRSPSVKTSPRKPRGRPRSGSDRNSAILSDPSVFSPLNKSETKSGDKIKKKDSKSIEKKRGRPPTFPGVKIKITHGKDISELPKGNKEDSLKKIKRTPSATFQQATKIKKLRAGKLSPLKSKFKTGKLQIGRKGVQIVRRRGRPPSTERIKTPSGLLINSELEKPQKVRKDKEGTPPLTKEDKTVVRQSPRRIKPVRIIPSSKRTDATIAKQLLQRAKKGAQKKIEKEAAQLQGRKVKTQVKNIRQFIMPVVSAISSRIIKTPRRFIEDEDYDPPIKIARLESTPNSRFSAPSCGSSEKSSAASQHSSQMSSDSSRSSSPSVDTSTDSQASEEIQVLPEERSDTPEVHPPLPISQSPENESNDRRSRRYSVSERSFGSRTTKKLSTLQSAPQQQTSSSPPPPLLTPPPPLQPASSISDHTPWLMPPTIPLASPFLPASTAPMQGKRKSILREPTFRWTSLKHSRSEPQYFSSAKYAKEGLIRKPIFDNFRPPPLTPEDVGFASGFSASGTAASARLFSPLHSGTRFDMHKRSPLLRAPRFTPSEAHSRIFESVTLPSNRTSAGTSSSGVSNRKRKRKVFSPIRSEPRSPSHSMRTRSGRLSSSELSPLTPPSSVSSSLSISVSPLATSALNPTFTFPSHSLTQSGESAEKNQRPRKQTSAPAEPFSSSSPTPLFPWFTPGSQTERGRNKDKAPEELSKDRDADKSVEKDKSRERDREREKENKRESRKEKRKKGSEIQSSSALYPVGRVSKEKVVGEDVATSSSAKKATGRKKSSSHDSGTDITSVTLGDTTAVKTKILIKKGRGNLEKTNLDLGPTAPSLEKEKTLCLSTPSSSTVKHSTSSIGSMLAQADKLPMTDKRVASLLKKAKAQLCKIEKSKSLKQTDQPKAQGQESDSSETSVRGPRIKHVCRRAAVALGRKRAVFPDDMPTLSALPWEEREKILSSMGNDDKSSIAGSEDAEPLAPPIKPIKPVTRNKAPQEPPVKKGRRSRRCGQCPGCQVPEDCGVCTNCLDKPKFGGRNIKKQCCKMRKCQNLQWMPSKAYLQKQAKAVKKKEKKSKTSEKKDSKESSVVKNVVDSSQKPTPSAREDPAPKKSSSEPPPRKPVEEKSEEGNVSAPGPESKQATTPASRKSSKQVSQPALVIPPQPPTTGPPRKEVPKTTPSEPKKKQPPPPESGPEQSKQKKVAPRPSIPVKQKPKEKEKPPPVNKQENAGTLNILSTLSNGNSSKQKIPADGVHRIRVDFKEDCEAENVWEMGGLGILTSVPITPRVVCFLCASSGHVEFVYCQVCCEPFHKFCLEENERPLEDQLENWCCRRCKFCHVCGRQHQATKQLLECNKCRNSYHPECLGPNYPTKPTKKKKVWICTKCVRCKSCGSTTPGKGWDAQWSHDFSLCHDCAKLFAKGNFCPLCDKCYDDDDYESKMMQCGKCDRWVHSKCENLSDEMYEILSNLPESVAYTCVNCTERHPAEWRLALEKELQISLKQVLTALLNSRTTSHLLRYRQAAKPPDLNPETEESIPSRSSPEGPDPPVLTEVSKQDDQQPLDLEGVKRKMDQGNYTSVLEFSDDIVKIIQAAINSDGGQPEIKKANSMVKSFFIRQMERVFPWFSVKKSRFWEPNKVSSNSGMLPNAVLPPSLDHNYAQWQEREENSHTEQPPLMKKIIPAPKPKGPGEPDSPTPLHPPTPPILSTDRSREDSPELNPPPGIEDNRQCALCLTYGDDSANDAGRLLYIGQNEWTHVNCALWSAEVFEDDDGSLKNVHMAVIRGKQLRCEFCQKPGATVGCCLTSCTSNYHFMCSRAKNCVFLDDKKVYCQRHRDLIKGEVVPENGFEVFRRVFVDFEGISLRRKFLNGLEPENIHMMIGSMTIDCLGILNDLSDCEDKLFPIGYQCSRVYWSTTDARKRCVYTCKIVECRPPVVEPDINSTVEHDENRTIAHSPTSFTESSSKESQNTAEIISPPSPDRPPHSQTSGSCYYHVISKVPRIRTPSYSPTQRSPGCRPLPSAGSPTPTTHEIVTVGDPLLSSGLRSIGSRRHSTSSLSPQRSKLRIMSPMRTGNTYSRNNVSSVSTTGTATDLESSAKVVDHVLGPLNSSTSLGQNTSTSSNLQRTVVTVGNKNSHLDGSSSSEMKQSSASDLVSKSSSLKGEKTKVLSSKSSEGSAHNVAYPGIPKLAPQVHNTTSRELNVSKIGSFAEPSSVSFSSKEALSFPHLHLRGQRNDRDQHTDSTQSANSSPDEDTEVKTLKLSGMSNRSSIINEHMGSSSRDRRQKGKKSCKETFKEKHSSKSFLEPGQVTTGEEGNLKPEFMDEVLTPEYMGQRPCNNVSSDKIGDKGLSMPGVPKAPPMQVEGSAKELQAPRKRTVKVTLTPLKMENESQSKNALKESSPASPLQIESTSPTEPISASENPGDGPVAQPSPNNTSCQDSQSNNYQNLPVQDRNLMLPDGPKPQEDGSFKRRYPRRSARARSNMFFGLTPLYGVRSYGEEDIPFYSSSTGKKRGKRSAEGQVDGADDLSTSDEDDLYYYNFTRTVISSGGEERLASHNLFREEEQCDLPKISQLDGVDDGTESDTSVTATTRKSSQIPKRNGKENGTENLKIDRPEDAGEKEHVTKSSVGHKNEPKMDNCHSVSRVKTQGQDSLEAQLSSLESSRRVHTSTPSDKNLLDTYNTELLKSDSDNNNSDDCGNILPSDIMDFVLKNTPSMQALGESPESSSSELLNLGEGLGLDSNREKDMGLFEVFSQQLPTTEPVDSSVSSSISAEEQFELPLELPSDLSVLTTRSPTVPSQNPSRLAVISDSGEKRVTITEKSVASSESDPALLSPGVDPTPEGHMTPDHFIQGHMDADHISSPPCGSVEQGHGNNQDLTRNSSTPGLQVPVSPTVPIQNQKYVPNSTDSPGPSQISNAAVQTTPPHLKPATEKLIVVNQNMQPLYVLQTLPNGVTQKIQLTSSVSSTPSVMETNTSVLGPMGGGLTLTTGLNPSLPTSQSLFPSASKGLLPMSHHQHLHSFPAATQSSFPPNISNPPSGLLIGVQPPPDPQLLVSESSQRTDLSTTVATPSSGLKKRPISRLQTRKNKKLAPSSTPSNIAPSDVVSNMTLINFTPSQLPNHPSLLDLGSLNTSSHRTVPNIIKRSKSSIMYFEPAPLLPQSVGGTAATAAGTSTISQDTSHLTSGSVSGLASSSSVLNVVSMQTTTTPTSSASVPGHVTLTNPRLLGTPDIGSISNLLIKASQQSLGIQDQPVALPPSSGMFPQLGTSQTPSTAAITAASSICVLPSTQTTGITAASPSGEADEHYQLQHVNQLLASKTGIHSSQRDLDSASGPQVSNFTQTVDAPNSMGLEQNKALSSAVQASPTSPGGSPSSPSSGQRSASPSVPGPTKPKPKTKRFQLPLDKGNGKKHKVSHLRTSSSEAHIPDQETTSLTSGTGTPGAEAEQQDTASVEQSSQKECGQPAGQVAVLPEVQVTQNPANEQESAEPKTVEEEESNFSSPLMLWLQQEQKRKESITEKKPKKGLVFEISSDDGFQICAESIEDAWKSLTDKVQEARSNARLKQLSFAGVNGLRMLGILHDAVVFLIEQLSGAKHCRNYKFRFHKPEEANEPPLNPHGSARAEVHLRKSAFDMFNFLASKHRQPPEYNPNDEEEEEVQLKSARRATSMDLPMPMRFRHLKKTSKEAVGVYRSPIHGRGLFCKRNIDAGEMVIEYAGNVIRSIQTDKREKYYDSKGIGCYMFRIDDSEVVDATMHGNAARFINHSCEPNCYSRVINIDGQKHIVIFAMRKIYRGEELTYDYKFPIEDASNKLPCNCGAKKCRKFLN
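Purified MLL-CXXC (added from a 7 uM solution) was preincubated 5 min at ambient with pinned compounds in 50 mM Tris-HCl pH 7.5, 50 mM NaCl, 1 mM DTT, 0.05% BSA. Fluorescein-labeled HOX-A9 DNA (50 nM solution) followed, 30 min, then polarization read.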
AT treatment = candidate therapy for ataxia-telangiectasia; 320,000 compounds, 0.19% hits; AID 485349; […] A-T fibroblasts, KAP-1 phosphorylation AlphaLISA; neocarzinostatin DNA damage 30 min before lysis; Potency, µM (titrated, usually from 57.5 µM), inactives show at the highest dose activation, usual class: activators; note: potency is the fitted concentration of half-maximal effect; % of control where 0% means no effect; nearly all actives have a fitted effect of over 45% in size
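ATM-like activity read as KAP-1 phosphorylation via AlphaLISA donor/acceptor antibody pairs after lysis and 6 hr at 25C. Cells were ATM-null patient fibroblasts ([…], hTERT), dosed 60 min, then exposed to the DSB inducer NCS for 30 min.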
GALK inhibitor = inhibitors of human galactokinase | P51570 | Purified GALK, Kinase-Glo residual ATP luminescence | Potency, µM (titrated, usually from 57.5 µM), without a hit: top-dose activity change, negative = inhibition, hits mostly inhibitors | 270,000 compounds, 0.007% hits | AID 1868; note: potency is the fitted concentration of half-maximal effect; % is set by controls: 0 for no effect and ±100 for the full control effect
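Luminescence from leftover ATP (Ultra-Glo luciferase/luciferin) served as read-out after a 1 h room-temperature reaction of 5 nM GALK with 35 uM ATP and 100 uM galactose.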
BCR signal inh = chronic active BCR signaling inhibition; ABC-DLBCL IkBa-CBG/CBR reporter, luminescence ratio, 4 h; Potency, µM (titrated, usually from 46.1 µM), without a hit: top-dose ratio change, negative = lower green/red ratio, most hits filed as inhibitors; 340,000 compounds, 0.05% hits; AID 493014; active = well fitted inhibition curve with a large enough effect in the signal ratio, with a control signal flat, not every such curve was filed as active; inconclusive = small, poorly fitted or top-dose-only effect, or effect the other way, or a change in a side signal; the % refers to the signal ratio;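 note: potency is the fitted concentration of half-maximal effect; plate controls were basal doxycycline-induced cells for no effect and cells given 10 µM MG132 for full effect; MG132 reads +100%, hits lower the ratio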
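Concentration-response series (up to 46 uM) were applied to TMD8 dual-reporter cells for 4 h at 37C with doxycycline. Green/red ratio, after filter-overlap correction, defined %Activity; red signal alone was normalised to basal cells and zero luminescence.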
FBPA coupling cs = coupling enzyme interference in Giardia aldolase counter-screen; AID 2472; activity change, negative = inhibition, % at 58.2 µM, hits read low; coupling enzyme system counterscreen, AmpLite Red fluorescence; 290,000 compounds, 0.67% hits; in the data active = activity change below about -30%; note: % is set by controls: 0 for no effect and ±100 for the full control effect
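Counterscreen of the coupled detection system alone, without aldolase: glyceraldehyde-3-phosphate coupling enzymes plus AmpLite Red readout. Compounds at 57.5 uM final, 10 min RT preincubation, 20 min RT reaction, fluorescence 525/598 nm.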
Giardia killer = kills Giardia lamblia | Giardia lamblia trophozoite viability | activity change, % at 7.66 µM, hits read low | 340,000 compounds, 0.15% hits | AID 540267; in the data active = activity change below about -80%; inconclusive = between about -30% and that limit;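 note: parasites exposed to compound for two days anaerobically before the ATP read; % is set by controls: 0 for no effect and ±100 for the full control effect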
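Viability, read as ATP luminescence: trophozoites at 100 cells/well, compound added, 48 hrs anaerobic at 37 deg C, then 15-30 min room-temperature development before reading.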
TCR activator = activates T cell receptor signaling. primary human leukocytes, anti-CD3, IL-2 HTRF, 48 h. Potency, µM (doses to about 9.22 µM), without a hit: at the top dose activation of IL-2 secretion, usual class: activators. 330,000 tested, under 10 active; note: % of control where 0% means no effect
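HTRF read-out of IL-2 secretion: europium cryptate donor excited at 320nm, d2 acceptor emission at 665nm. Cells were primary human leukocytes incubated 48 hr with compounds and a-CD3 beads, supplying TCR signal only.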
Starred values were filed as active, the others as inactive; i = inactive; u = inconclusive; x = no result given; & = joins results of further samples; [ ] = dose if it differs, or a comment. Unless noted, calls come from the whole dose curve; as a rule, active = well fitted curve in the direction sought with a large enough effect; inconclusive = small, poorly fitted or top-dose-only effect, or another doubt; inactive = no such curve, though single readings can be large; an effect the other way counts as inactive or inconclusive.

SMILES	Tb PFK block	TSHR antagonist	hERG WT inh	MLL CXXC-DNA inh	AT treatment	GALK inhibitor	BCR signal inh	FBPA coupling cs	Giardia killer	TCR activator
NC(=O)CNC(=O)C1CCCc2c1[nH]c1ccc(Cl)cc21 (stereo not given)	6µM*	-5	-6	-6%	11%	0%	1%	-1	1	x
CCN(CC)CCNC(=O)c1ccc(NC(=O)c2ccc(COc3ccccc3)cc2)cc1	-3%	-2	27	-7%	6%	-7%	-1%	x	5	14%
CCC(C)NCCOCCOc1cc(C)c(Cl)c(C)c1 (stereo not given)	0%	6	28	-9%	5%	0%	-1%	1	1	15%
O=S(=O)(NC1CCCCC1Sc1ncccn1)c1ccccc1 (stereo not given)	-5%	12	0	1%	0%	1%	9%	-2	-21	-1%[46.1 µM]
CCOC(=O)N1CCC(N2CCN(Cc3ccc(C)o3)C(CCO)C2)CC1 (stereo not given)	2%	-6	3	11%	-7%[11.5 µM]	-2%	-1%	0	1	-5%
COC(=O)c1ccccc1S(=O)(=O)N1CCC(C(=O)OC(C)C(=O)Nc2ccc(NC(C)=O)cc2)CC1 (stereo not given)	0%	1	-18	-10%	24%	3%	-1%	x	16	2%
CC(C)(C)c1ccc(S(=O)(=O)N2CCC(c3nc4ccc(Cl)cc4[nH]3)CC2)cc1	-1%	-10	-2	15%	x	0%	7%	2	-9	-4%[46.1 µM]
CC(C)Cc1cc(C(=O)Nc2cc(C(F)(F)F)ccc2Cl)no1	7%	1	0	-6%	8%	0%	2%	2	13	3%
C[C@@H]1C[C@H](Nc2ccccc2)c2ccccc2N1C(=O)c1cccnc1	-4%	u	-2	4%	4%	0%	u	7	-20	4%
COC(=O)Cn1c(=NC(=O)CSC(C)=O)sc2ccccc21	-1%	-42	-2	-1%	2%	-2%	-2%	1	-18	2%[46.1 µM]
CC(C)CCN1C(=O)c2ccc(C(=O)OCC(=O)N(CC(C)C)C3CCS(=O)(=O)C3)cc2C1=O (stereo not given)	1%	0	-3	x	-2%	x	u	x	0	-5%
Cc1cccc(NS(=O)(=O)c2ccc(NS(=O)(=O)c3cccs3)cc2)c1	1%	1	-6	7%	2%	6%	0%	-1	-8	-3%
Nc1ccc(C(=O)Nc2ccc3nc(-c4cccnc4)[nH]c3c2)cc1	0%	10	-7	7%	-3%	-1%	u	-5	-9	7%
COc1ccccc1C1C(C(=O)c2cc3ccccc3o2)=C(O)C(=O)N1CCN(C)C (stereo not given)	-6%	25	-5	2%	-4%	-3%	-3%	1	8	-4%
COc1ccc(/C=C/c2nc(-c3ccccc3O)n[nH]2)cc1OC	6%	-24	-3	u	-5%	-7%	u	-1	-18	4%[46.1 µM]
CCN(CCNC(=O)CN1CCN(Cc2ccc(Cl)cc2)C1=O)c1ccccc1	-11%	-2	0	-6%	6%	2%	u	6	5	-3%
Cc1c(Cl)cnc(NC(=O)COC(=O)c2cccs2)c1Cl	0%	16	5	x	14%	x	0%	x	-29	-2%
CCOc1ccc(C2CC(c3ccc(OC)c(OC)c3)n3nc(N)nc3N2)cc1 (stereo not given)	3%	8	-19	-9%	2%	-2%	2%	1	0	-2%[46.1 µM]
O=C(COc1ccc(Br)cc1CO)Nc1ccc(S(=O)(=O)N2CCCC2)cc1	6%	-6	36	x	-6%	x	-20%	x	8	7%
CCC(C(N)=NCCc1ccc(OC)c(OC)c1)c1ccccc1 (stereo not given)	1%	-2	2	6%	7%	1%	6%	-1	-4	2%
CC(=O)N1CCc2cc(S(=O)(=O)NC(C(=O)NCc3ccccc3)C(C)C)ccc21 (stereo not given)	-10%	3	9	5%	-4%	0%	10%	1	16	-3%
CC1(C)Cc2c(sc(NC(=O)C(=O)N3CCOCC3)c2C(N)=O)CO1	6%	24	-25	7%	-3%	-5%	4%	x	0	4%
N#Cc1ccc(CSc2nnc(NC(=O)c3ccc(=O)[nH]c3)s2)cc1	11%	-6	1	2%	7%	-2%	u	1	-29	10%
O=C(NCCO)c1cc([N+](=O)[O-])cc2c1C=Cc1ccccc1O2	-1%	27	0	7%	3%	5%	1%	0	u	-1%
CCOC(=O)C1CCN(S(=O)(=O)c2ccc3[nH]c(=O)oc3c2)CC1	-2%	-2	6	2%	-13%	2%	u	15	0	-1%
O=C(CSc1nnnn1C1CCCCC1)Nc1cccc(NC(=O)c2ccco2)c1	-3%	-9	7	-4%	6%	2%	u	4	8	4%
CC(C)CCNC(=O)CNC(=S)N(Cc1ccccc1)Cc1cccnc1	-3%	-11	0	-2%	5%	3%	-6%	1	6	-4%
COc1ccccc1NC(=O)C(O)C(O)C(=O)Nc1ccccc1OC (stereo not given)	2%	-5	-5	3%	-4%	0%	8%	0	-1	-4%
CCOCC(=O)Nc1cc(C(=O)Nc2ccc(F)cc2)ccc1Cl	4%	-3	x	1%	4%	4%	u	2	x	x
O=[N+]([O-])c1cc(C(F)(F)F)ccc1NCCCN1CCOCC1	-2%	2	14	-3%	-6%	-1%	-10%	0	-9	2%
CCN1CCN(CCNC(=O)c2ccc(/C=C3/Sc4ccccc4N(Cc4cccc(Cl)c4)C3=O)cc2)CC1	2%	0	3	u	-8%	-5%	-10%	3	8	-9%
O=C(O)c1cc(S(=O)(=O)N2CCCCC2)ccc1N1CCOCC1	u	x	9	x	-11%	x	1%	x	-9	7%
O=C(CSc1ncn[nH]1)OCN1C(=O)c2ccccc2C1=O	-8%	-3	-12	-11%	3%	4%	u	0	-7	-6%
CC(C)=C(NC(=O)c1ccccc1)C(=O)NCCc1nc2ccccc2[nH]1	1%	1	-8	5%	0%	-3%	2%	x	-3	5%
O=C1c2ccccc2NC(c2cccc(O)c2)N1Cc1ccco1 (stereo not given)	1%	-5	-4	5%	-8%	3%	-1%	3	-5&0	0%
CN(CC(=O)Nc1ccccc1Br)C(=O)c1ccccc1OCc1ccc(F)cc1	-3%	-6	-4	x	2%	x	-1%	x	25	0%
Cc1ncc(CSc2nnnn2-c2ccccc2)c(N)n1	-14%	0	1	1%	8%	-5%	-2%	2	1	6%
COc1cc(Nc2c3c(nc4ccccc24)CCCC3)cc(OC)c1OC	6%	6	i	7%	2%	1%	u	1	57[activator]	-8%
CC(C)c1ccc(NC(=O)C2C3C=CC4(O3)C2C(=O)N(CCCN2CCCCC2)C4C(=O)NC2CCCCC2)cc1 (stereo not given)	11%	-9	-11	3%	0%	3%	u	4	-10	5%
Nc1nc2n(n1)C(c1ccco1)CC(c1ccccc1)N2 (stereo not given)	-3%	0	-8	-4%	-1%	0%	19%	5	38[activator]	-5%[46.1 µM]
CCOc1ccc(NC(=O)c2sc3nc(N4CCOCC4)c4c(c3c2N)CC(C)(C)OC4)cc1	1%	-6	-10	-7%	8%	5%	u	x	6	-6%
CN(CC(=O)NCCc1ccccc1)S(=O)(=O)c1cccs1	-1%	0	0	-1%	2%	-1%	-28%	6	-6	-3%
COc1cccc(N2CC(O)=C(c3nc4ccccc4c(=O)[nH]3)C2=N)c1	2%	3	17	-8%	0%	-2%	u	0	14	0%
Cc1onc(-c2ccccc2)c1C(=O)N1CCN(C(=O)c2ccco2)CC1	6%	2	-5	0%	3%	-2%	-6%	1	-3	-4%
CCc1nnc(NS(=O)(=O)c2ccc(NC(=O)COc3ccc4ccccc4c3)cc2)s1	u	-45	-1	6%	9%	-2%	u	8	-7	-2%
Cc1cccc(-n2c(SCc3cc(=O)n4c(C)cccc4n3)nc3[nH]ncc3c2=O)c1	1%	-1	x	6%	0%	-1%	u	1	x	x
Cc1ccnc2nc(C(=O)OCC(=O)c3ccc(Cl)cc3)nn12	-2%	3	-19	x	0%	x	3%	x	1	-9%
CCCn1cnc2scc(-c3ccc(C)cc3)c2c1=O	-4%	-14	18	-3%	2%	-1%	u	1	11	-14%
COc1ccc(C(=O)NNC(=O)C2(C)CC2(Br)Br)cc1 (stereo not given)	-6%	-2	-2	25%	0%	-7%	u	-6	-18	-1%
CCN(CC(=O)NCc1ccc(Cl)cc1)C(=O)c1ccc2cc(OC)ccc2c1	0%	6	-1	7%	-6%	0%	15%	6	0	5%
CC(C)(Cc1ccc(O)cc1)NC(=O)c1ccccc1	1%	1	-10	-5%	-3%	4%	-1%	-1	-5	x

Among those listed so far, two contain a CF3 group.
SMILES	Tb PFK block	TSHR antagonist	hERG WT inh	MLL CXXC-DNA inh	AT treatment	GALK inhibitor	BCR signal inh	FBPA coupling cs	Giardia killer	TCR activator
CC(C)Cc1cc(C(=O)Nc2cc(C(F)(F)F)ccc2Cl)no1	7%	1	0	-6%	8%	0%	2%	2	13	3%
O=[N+]([O-])c1cc(C(F)(F)F)ccc1NCCCN1CCOCC1	-2%	2	14	-3%	-6%	-1%	-10%	0	-9	2%
